# Screening data deposited in PubChem by National Center for Advancing Translational Sciences (NCATS).
# Rab9 prom act – Rab9 promoter activation. 320,000 compounds, 2.8% hits. AID 485297. Huh7 Rab9 promoter-luciferase reporter, luminescence, 24 h. Potency, µM (titrated, usually from 9.22 µM), for the others: at the top dose activation, negative = inhibition, hits mostly activators; also: potency is read from the fitted curve at half-maximal effect; % of control where 0% means no effect; nearly all actives have a fitted effect of over 60% in size
#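 Huh7 cells stably carrying a Rab9 promoter-luciferase reporter, 1500 cells per well in OP-MEM I with 10% FBS, treated with compound 24 hours at 37C. Luciferase activity read by luminescence after 10 minutes with Amplite reagent.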
# RORgamma inh – blocks mouse ROR gamma transcriptional activity; Potency, µM (top dose mostly 53.6 µM), without a hit: at the top dose activity change, negative = inhibition, most hits filed as inhibitors; 310,000 compounds, 5.4% hits; AID 2551; P51450; Drosophila S2 Gal4-RORgamma UAS-luciferase reporter, 20 h; also: potency is read from the fitted curve at half-maximal effect; % is scaled to controls: 0 for no effect and ±100 for the full control effect; nearly all actives have a fitted effect of over 60% in size
# Target sequence (P51450 whole entry, looked up, the tested form may be a part): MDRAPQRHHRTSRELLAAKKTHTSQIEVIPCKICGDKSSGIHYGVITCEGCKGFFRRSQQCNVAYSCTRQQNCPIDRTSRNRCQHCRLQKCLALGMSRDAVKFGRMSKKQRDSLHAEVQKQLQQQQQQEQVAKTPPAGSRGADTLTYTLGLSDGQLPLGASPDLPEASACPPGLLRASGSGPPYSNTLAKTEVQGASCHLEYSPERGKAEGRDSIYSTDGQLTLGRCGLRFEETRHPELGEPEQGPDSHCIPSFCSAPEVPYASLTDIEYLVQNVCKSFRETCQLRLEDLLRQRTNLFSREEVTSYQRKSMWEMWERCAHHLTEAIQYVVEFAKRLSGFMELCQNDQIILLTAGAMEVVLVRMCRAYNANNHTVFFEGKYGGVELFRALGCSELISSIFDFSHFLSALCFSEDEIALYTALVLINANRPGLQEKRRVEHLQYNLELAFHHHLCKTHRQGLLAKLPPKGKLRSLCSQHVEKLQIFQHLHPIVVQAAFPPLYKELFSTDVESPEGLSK
#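 Schneider cells (Drosophila), stable Gal4 DBD–ROR gamma + UAS-luc; 1 hr cmpd preincubation; Cu2+ induction 700 uM final; 20 hr ambient; luminescence.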
# FLuc counter – counter-screen for miR-21 project: firefly luciferase inhibitors or activators; purified FLuc, Km substrates, luminescence inhibition; 360,000 compounds, 6.9% hits; Potency, µM (series often up to 57.5 µM), inactives show at the highest dose activity change, negative = inhibition, actives largely listed as inhibitors;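 also: potency is read from the fitted curve at half-maximal effect; plate controls were vehicle for no effect and reference inhibitor for full effect; nearly all actives have a fitted effect of over 55% in size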
# Target sequence (P08659 whole entry, looked up): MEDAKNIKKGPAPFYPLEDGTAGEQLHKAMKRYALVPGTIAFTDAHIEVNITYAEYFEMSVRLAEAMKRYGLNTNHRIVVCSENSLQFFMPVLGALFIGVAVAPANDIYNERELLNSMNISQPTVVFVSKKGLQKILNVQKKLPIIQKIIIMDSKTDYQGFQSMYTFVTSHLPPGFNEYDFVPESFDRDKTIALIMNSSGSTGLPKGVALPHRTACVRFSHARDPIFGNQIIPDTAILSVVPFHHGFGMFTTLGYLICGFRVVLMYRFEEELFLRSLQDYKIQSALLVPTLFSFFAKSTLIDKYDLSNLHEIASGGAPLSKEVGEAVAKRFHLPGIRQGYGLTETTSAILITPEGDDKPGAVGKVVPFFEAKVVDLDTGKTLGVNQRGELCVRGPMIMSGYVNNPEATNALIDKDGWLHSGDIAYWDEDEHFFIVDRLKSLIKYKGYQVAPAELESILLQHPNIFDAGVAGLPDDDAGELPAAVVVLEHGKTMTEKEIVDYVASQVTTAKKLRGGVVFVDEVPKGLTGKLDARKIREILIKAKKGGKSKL
#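 Purified P. pyralis luciferase, 10 nM final, with Km-level 10 uM D-luciferin and 10 uM ATP in 50 mM Tris acetate pH 7.5, 10 mM Mg acetate, 0.01% Tween-20, 0.05% BSA; 6-point qHTS titration about 60 µM downward; luminescence read.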
# NPC1 prom act – activators of NPC1 promoter; Huh7 NPC1 promoter luciferase reporter, 24 h; Potency, µM (titrated, usually from 9.22 µM), inactives show at the top dose activation, hits mostly activators; 320,000 compounds, 2.4% hits; AID 485313;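 also: potency is read from the fitted curve at half-maximal effect; % of control where 0% means no effect; nearly all actives have a fitted effect of over 60% in size; reporter is driven by a mutant NPC1 promoter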
#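 Luciferase expression driven by the NPC1 promoter was measured in stably transfected Huh7 cells after a 24 h compound incubation, using a luciferase reagent and a luminescence read.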
# FBPA coupling cs – counter-screen for Giardia aldolase inhibitors: coupling enzyme system. coupling enzyme system counterscreen, AmpLite Red fluorescence. activity change, negative = inhibition, % at 58.2 µM, hits read low. 290,000 compounds, 0.67% hits. AID 2472; in the data active = activity change below about -30%; also: % is scaled to controls: 0 for no effect and ±100 for the full control effect
#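 Coupling enzymes only (glyceraldehyde-3-phosphate) + compound, at 57.5 uM final, 10 min RT; add substrate/coupling/AmpLite Red mix, 20 min RT; fluorescence ex 525/em 598 nm. Actives flag coupling-system interference.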
# Giardia killer – Giardia lamblia killing; Giardia lamblia trophozoite viability; activity change, % at 7.66 µM, hits read low; 340,000 compounds, 0.15% hits; in the data active = activity change below about -80%; inconclusive = between about -30% and that limit;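 also: parasites exposed to compound for two days anaerobically before the ATP read; % is scaled to controls: 0 for no effect and ±100 for the full control effect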
#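 Anaerobic 48 hrs incubation at 37 deg C of 100 trophozoites/well with test compounds; ATPLite 1-Step luminescence, 15-30 min RT, reports cellular ATP as viability.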
# KCNH2 3.1 block – KCNH2 3.1 (human) potassium channel inhibition. 340,000 compounds, 0.95% hits. activity change, % (tested at about 1.8 µM). AID 720553. U2OS KCNH2 3.1, thallium flux FluxOr; active compounds read low;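 active = maximum activity change below -70%; inconclusive = maximum activity change from -70% to -50%; inactive = maximum activity change above -50%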;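 also: thallium influx rate constant from kinetic fluorescence after stimulation buffer; % is scaled to controls: 0 for no effect and ±100 for the full control effect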
#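 Measured as rate of thallium-driven FluxOr signal in transduced U2OS cells carrying the 3.1 channel, read kinetically for 2 min upon stimulation; values are rate constants scaled to DMSO control wells.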
# uPA generation – blocks generation of uPA at the cell surface | Potency, µM (top dose mostly 38.3 µM), inactives show top-dose activity change, negative = inhibition, actives largely listed as inhibitors | 330,000 compounds, 0.31% hits | cell surface uPA generation assay, qHTS | AID 540303; active = well fitted inhibition curve with a large enough effect; inconclusive = small, poorly fitted or top-dose-only effect; inactive = no such curve, though single readings can be large or run the other way; tested in mouse RAW 264.7 cells; also: potency is read from the fitted curve at half-maximal effect; % is scaled to controls: 0 for no effect and ±100 for the full control effect; nearly all actives have a fitted effect of over 55% in size
# Tb PFK inh – inhibitors of T. brucei phosphofructokinase; O15648; T. brucei PFK, ADP-Glo luminescence; Potency, µM (titrated, usually from 57.5 µM), for inactives: at the top dose activity, negative = inhibition, hits mostly inhibitors; 330,000 compounds, 0.17% hits; AID 485367;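 also: potency is read from the fitted curve at half-maximal effect; 0% = uninhibited 1x PFK enzyme wells and -100% = no-enzyme wells; nearly all actives have a fitted effect of over 60% in size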
#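 In TEA buffer at pH 8.0 with 5 mM MgCl2, enzyme (1.25 nM) converted F6P (0.5 mM) and ATP (0.1 mM) for 45 min at room temperature. ADP product was read by luciferase luminescence.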
# ELG1 genotoxic – inducers of genotoxicity in HEK293T ELG1-luciferase cells; Potency, µM (series often up to 46 µM), inactives show top-dose activity change, positive = activation, usual class: activators; 330,000 compounds, 1.3% hits; AID 504466; HEK293T ELG1-luciferase reporter, luminescence, 16 h; also: potency is read from the fitted curve at half-maximal effect; % of control where 0% means no effect; nearly all actives have a fitted effect of over 60% in size
#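 Screening used a luciferase reporter fused to human ELG1 in HEK293T cells. Luminescence was read on a CCD plate imager after 16 hr exposure and 30 min ONE-Glo incubation.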
# Gal4-VP16 FLuc – inhibits Gal4-VP16 luciferase reporter, ROR gamma counter-screen; 310,000 compounds, 3.5% hits; Potency, µM (doses to about 53.6 µM), for inactives: top-dose activity, negative = inhibition, hits mostly inhibitors; Drosophila S2 Gal4-VP16 UAS-luciferase, luminescence, 20 h;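 also: Gal4-VP16 expression switched on by copper sulfate through the metallothionein promoter; potency is read from the fitted curve at half-maximal effect; % is scaled to controls: 0 for no effect and ±100 for the full control effect; nearly all actives have a fitted effect of over 50% in size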
# * marks the source's active call; other numbers are inactive results; ? = inconclusive; nt = not tested or not shown; [ ] = dose if it differs, or a comment. Unless noted, calls follow the shape of the dose curve; as a rule, active = well fitted curve in the direction sought with a large enough effect; inconclusive = small, poorly fitted or top-dose-only effect, or another doubt; inactive = no such curve, though single readings can be large; an effect the other way counts as inactive or inconclusive.
SMILES,Rab9 prom act,RORgamma inh,FLuc counter,NPC1 prom act,FBPA coupling cs,Giardia killer,KCNH2 3.1 block,uPA generation,Tb PFK inh,ELG1 genotoxic,Gal4-VP16 FLuc
O=C(/C=C/c1ccco1)N(Cc1cccc(Cl)c1)C1CCS(=O)(=O)C1 (centres undefined),-6.3%,31.4%,1.5%,-0.6%,2.1,-10.5,9.5,-2.5%,-2.4%,-3.7%,-1.9%
CCCN(CC(=O)Nc1cc(C)on1)CC(=O)Nc1ccc(F)c(F)c1F,nt,nt,nt,nt,nt,3.9,-11.4,-2.9%,-6.1%,0.3%,nt
C=CCn1c(SCC(=O)NCC2CCCO2)nc2scc(-c3ccc(OC)cc3)c2c1=O (centres undefined),-2.9%,0.6%,4.3%,-5.2%,0.0,14.2,8.3,25.9%,-3.0%,-2.6%,-11.4%
CC(O)CN1CCN(C(=O)CN2C(=O)NC(c3ccccc3)(c3ccccc3)C2=O)CC1 (centres undefined),0.4%,-39.3%,0.8%,-1.0%,0.6,-2.0,-4.3,9.4%,-2.2%,-0.4%,-6.5%
O=C(NNS(=O)(=O)c1ccc(Br)cc1)c1cccs1,-0.3%,-8.4%,-2.6%,-3.6%,-1.3,8.8,11.3,-2.0%,0.3%,-0.1%,1.8%
Cc1cccc([C@H](NC(=O)OC(C)(C)C)C(=O)OC(C)(C)C)c1,-1.4%,nt,2.0%,-0.7%,nt,3.2,4.2,?,0.0%,0.4%,nt
COc1cc(/C=C(/C#N)c2ccc(C)cc2)ccc1Oc1ccc([N+](=O)[O-])cn1,-5.3%,12.0%,-0.2%,-1.2%,2.5,-0.9,-8.5,12.3%,3.8%,1.0%,3.6%
CCc1nnc(NC(=O)CSc2nnc(-c3c[nH]c4ccccc34)n2CC)s1,27.5%,7.9%,?,-0.2%,3.0,2.9,2.0,nt,-3.7%,1.3%,1.1%
COc1ccc(CC(=O)Nc2nc3ccccc3s2)cc1S(=O)(=O)N1CCOCC1,-0.5%,24.5%[10 µM],0.5%,1.5%,1.0,7.0,3.2,2.0%,0.6%,-3.4%,2.8%
CCCCN(C)c1nc(-c2ccco2)c2c(c1C#N)CC(C)(C)OC2,-10.9%,-91.0%,-7.6%,0.5%,3.9,4.8,-6.8,?,-1.6%,-7.5%,?
CCOC(=O)c1c(C)[nH]c(C)c1C(=O)COC(=O)/C=C/c1cccc(C(F)(F)F)c1,1.6%,-1.4%,3.5%,-1.0%,-6.2,-12.0,1.6,1.2%,-1.6%,-8.0%,2.3%
O=C(NCc1ccc2c(c1)OCO2)c1cnc2ccccn2c1=O,0.6%,?,-0.8%,-2.0%,3.4,4.0,0.7,nt,-3.5%,1.6%,-1.8%
O=C(CCCN1C(=O)/C(=C/c2cccs2)SC1=S)Nc1cccc(O)c1,-3.6%,-12.2%,-5.1%,-7.6%,0.7,17.7,-19.0,-3.0%,0.0%,-18.0%,?
Cc1ccc2oc(C(=O)NC3CCS(=O)(=O)C3)cc(=O)c2c1 (centres undefined),-0.9%,-3.6%,-1.0%,-7.5%,nt,-19.1,12.8,4.1%,-2.0%,-0.2%,3.4%
CCCCn1c(N)c(N(CCOC)C(=O)c2ccc(N3CCCC3=O)cc2)c(=O)[nH]c1=O,-3.6%,nt,5.4%,-3.4%,nt,-1.4,-4.6,17.0%,-1.4%,2.6%,nt
O=C(O)c1cc2n(n1)C(C(F)(F)F)CC(C1CC1)N2 (centres undefined),2.8%,4.8%,-1.4%,-0.3%,-1.6,-1.2,0.4,2.4%,3.5%,0.1%,1.1%
Cc1ccc(C(=O)Nc2ccc(N3CCN(C)CC3)cc2)cc1,2.51µM*,-18.7%,19µM*,2.24µM*,1.3,-15.0,-12.7,2.0%,-7.2%,?,5.1%
CCOc1ccc(NC(=O)CCC(=O)N/N=C2\CCCc3ccccc32)cc1,0.2%,-12.9%,0.7%,0.6%,nt,2.0,nt,-1.3%,0.3%,?,-0.9%
O=C(COC(=O)CCSc1ccc(Cl)cc1)NCc1ccco1,-0.6%,0.1%,?,3.2%,5.8,-10.9,14.1,nt,-12.1%,1.6%,4.0%
CCN(CC)S(=O)(=O)c1ccc(N2CCOCC2)c(NC(=O)COc2ccccc2)c1,7.1%,3.9%,-1.3%,-2.7%,-6.3,-19.3,6.7,-16.5%,-2.7%,-7.2%,-3.5%
COc1cc(N/C(N)=N/c2nc(C)cc(C)n2)c(OC)cc1Cl,-17.9%,?,0.5%,-4.0%,0.8,16.0,1.3,-26.0%,2.2%,-9.8%,-16.9%
COc1ccc(-n2c(=O)c3ccccc3c3ccccc3c2=O)cc1,1.9%,-0.8%,0.0%,1.3%,1.5,9.8,-4.7,-0.5%,-13.1%,1.8%,-4.3%
Cc1ccc(S(=O)(=O)N(C)c2ccc(C(=O)O)cc2)cc1,-6.0%,-20.2%,-1.8%,-0.1%,5.4,16.3,33.7,-3.2%,-1.1%,3.0%,-3.5%
COc1ccc(C(=O)C2CCCN(Cc3cn(C)nc3-c3ccccc3)C2)cc1F (centres undefined),0.5%,2.6%,-2.3%,-2.7%,-0.9,1.0,-71.2*,8.7%,-5.8%,-1.9%,-0.6%
CCCC(C)C(=O)Nc1ccc(C(N)=O)cc1 (centres undefined),-3.1%,7.6%,4.6%,-2.8%,-0.2,-14.9,-10.6,0.6%,-5.7%,3.0%,-2.3%
Cc1nc2ccccc2n1CCc1nc2c3ccccc3nc(SCC(=O)NCc3ccco3)n2n1,5.6%,-17.5%,-6.8%,-5.7%,1.3,-19.9,-15.5,27.2%,-1.4%,1.0%,?
CN(C)C1=NCCN1CCCCc1ccccc1,-2.3%,nt,-0.4%,0.6%,nt,35.4[activator],1.1,-15.8%,5.4%,0.6%,nt
CCOc1cccc(-c2nnc3sc(COc4ccc(C)cc4)nn23)c1,-5.6%,-15.5%,-2.4%,-2.5%,0.7,0.1,1.6,-0.6%,-0.5%,-0.6%,-4.3%
Cc1ccc(NC(=O)CSc2ncc(S(=O)(=O)c3ccccc3)c(=O)[nH]2)cc1C,-1.7%,-1.3%,?,1.9%,1.6,2.2,0.0,7.5%,0.0%,-1.3%,0.0%
COCCn1c(C)cc(C(=O)COC(=O)C2CC(=O)N(CCc3ccc(OC)c(OC)c3)C2)c1C (centres undefined),19.4%,nt,10.7µM*,17.8%,nt,7.7,7.3,-5.8%,-4.4%,8.1%,nt
CCC(C)NC(=O)CSc1nc2cc(S(=O)(=O)N3CCOCC3)ccc2n1CC (centres undefined),-4.2%,nt,-1.4%,-0.2%,nt,-6.5,2.8,-6.9%,-8.9%,5.9%,nt
Nc1c(C(=O)CSc2nnc(-c3ccccc3F)o2)c(=O)[nH]c(=O)n1C1CC1,-1.5%,nt,-0.2%,0.6%,nt,7.5,14.1,?,3.7%,1.9%,nt
CS(=O)(=O)Nc1cccc(C2=NN(C(=O)c3cccc(F)c3)C(c3cccs3)C2)c1 (centres undefined),2.4%,15.3%,3.2%,-3.6%,1.4,-5.7,-7.1,?,-7.7%,-14.7%,8.1%
Cc1ccc(-c2cc(-c3n[nH]c(=S)o3)c3ccccc3n2)cc1,-8.1%,7.08µM*,19µM*,-8.3%,0.5,-5.2,-29.4,-2.0%,0.4%,-9.7%,4.47µM*
CCN1C(=O)CC(N2CCC(Nc3ccc(OC)cc3)CC2)C1=O (centres undefined),-2.2%,19.1%,-0.1%,-2.7%,-0.4,-7.9,-2.9,3.6%,0.4%,-1.8%,7.7%
COc1ccccc1CNC(=O)COc1ccccc1OC,-1.0%,1.2%,3.6%,-2.3%,1.4,8.8,6.8,-5.0%,-7.9%,-0.4%,4.0%
CCN(c1ccc(OC)cc1)S(=O)(=O)c1cc(-c2cc(C)no2)ccc1C(C)C,-4.9%,1.8%,1.9%,-2.4%,-2.0,-11.9,-27.2,-25.0%,1.9%,2.3%,-27.3%
O=C(NCC(c1ccco1)N1CCCC1)c1ccc(Cl)cc1 (centres undefined),-1.8%,0.4%,0.2%,-1.0%,-0.6,-12.5,-31.1,-1.3%,-2.8%,-0.2%,-1.2%
CS(=O)(=O)N1CCN(C(=O)C2c3ccccc3Oc3ccccc32)CC1,-5.2%,2.0%,-0.4%,-4.4%,-0.1,21.8,-185.1*,nt,-2.5%,-3.5%,0.7%
CNc1nc(-c2ccc3c(c2)CCN3C(=O)c2cccc(F)c2)cs1,2µM*,0.6%,4.78µM*,?,-7.9,-7.2,-9.7,7.08µM*,-11.3%,-0.5%,-10.3%
